# Screening data (PubChem)
# Wee1 degr inh: inhibitors of human Wee1 degradation; HeLa Luc-Wee1K328M stability, luciferase luminescence; 100% = proteasome inhibitor MG132 effect; reporter increase, % at 5 µM; 220,000 compounds, 1.2% hits;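 active means activation above the mean of all tested compounds plus 3 SD, set per screening run, cut at about 8.8% in these data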;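 further: cells exposed to compound for 20 h before luminescence read; 0% = DMSO alone and 100% = MG132 at 30 µM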
# Ba/F3 V617F tox: lowers viability of Ba/F3 cells expressing EpoR and JAK2V617F; 220,000 compounds, 1.1% hits; inhibition, % at 5.6 µM; ATP luminescence;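 active means inhibition above the campaign mean plus 3 SD over all tested compounds, cut at about 24% in these data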;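 further: cytokine-independent growth of Ba/F3 cells driven by EpoR plus mutant JAK2; 0% = DMSO-treated cells and 100% = JAK inhibitor I control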
# TNF death inh: inhibitors of TNF-alpha induced necroptosis in Jurkat FADD-/- cells; Jurkat FADD-/- TNF necroptosis rescue, ATP luminescence, 24 h; 0 = TNF only, 100 = no-TNF cells; activation (protection from cell death), % at 10 µM; 220,000 compounds, 0.068% hits; AID 463075;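 active means activation, meaning protection from cell death, of at least 50% relative to plate controls; inactive means activation below 50%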;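 further: necroptosis triggered by 40 ng/mL TNF-alpha added together with compound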
# RBBP9 inhibitor: inhibitors of human serine hydrolase RBBP9; O75884; recombinant RBBP9, FP-Rh probe fluorescence polarization; inhibition, % at 7.94 µM; 220,000 compounds, 0.2% hits;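 active means inhibition above the campaign mean of all tested compounds plus 3 SD, cut at about 14% in these data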;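 further: plate controls were DMSO wells with RBBP9 for no effect and wells lacking RBBP9 protein for full effect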
# Target sequence (O75884 whole entry, looked up): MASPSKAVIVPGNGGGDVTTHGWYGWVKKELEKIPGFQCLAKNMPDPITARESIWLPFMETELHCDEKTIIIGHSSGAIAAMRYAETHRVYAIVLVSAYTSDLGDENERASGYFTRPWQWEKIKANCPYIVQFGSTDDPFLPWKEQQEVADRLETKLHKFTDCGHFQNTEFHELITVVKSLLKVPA
#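 Assay system: recombinant human RBBP9; Reagent: Serine-hydrolase probe FP-Rh, 375 nM pre-mixing; Doses: 7.94 µM single dose, 0.794% DMSO; Incubation: 30 min then 45 min, 25 °C; Detection: fluorescence polarization (mP), excitation 525 nm, emission 598 nm; Evaluation: percent inhibition from mP, scaled between DMSO and no-protein wells.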
# PPC-1+TRAIL kill: PPC-1 cancer cell killing with TRAIL present; PPC-1 cells + TRAIL, ATPLite viability luminescence; cell killing (% activity), % at 4 µM; AID 1443; 220,000 compounds, 0.41% hits;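 active means cell killing above 50% in the first pass at 4 µM, then a duplicate retest at 5 µM averaging 50% or more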;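 further: plate controls were cells with TRAIL plus DMSO for no effect and medium-only wells lacking cells for full effect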
# CHOP inh: CHOP inhibition in unfolded protein response; CHO-K1 CHOP-promoter luciferase, tunicamycin-induced, 15-18 h; inhibition, % at 10 µM; 220,000 compounds, 3.8% hits; AID 2732;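 active means compounds that reduced the stress-induced luciferase reporter signal by more than about 70% of percent inhibition, limit read from the data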;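 further: 0% = tunicamycin plus vehicle and 100% = wells without tunicamycin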
# TRPN1 ag: zebrafish TRPN1 (NompC) channel agonism | HEK293 zebrafish TRPN1-YFP, Fluo-8 calcium fluorescence; 100% = response to 87 µM carbachol | activation, % at 3 µM | 220,000 compounds, 0.18% hits;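 active means activation above its plate's cutoff, the mean activation of test wells on that plate plus 3 SD, cut at about 19% in these data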;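 further: 0% = DMSO alone and 100% = 87 µM carbachol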
#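 System: zebrafish TRPN1-YFP in HEK293 cells / Dosing: 3 µM single point / Timing: dye loading 1 h at 37 °C, then 30 min room temperature / Signal: Fluo-8 calcium fluorescence, excitation 470-495 nm, emission 515-575 nm / Read-out basis: percent activation from peak over basal fluorescence ratio, control-normalized / Control set: high carbachol 87 µM, low DMSO alone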
# BaF3 parental: parental Ba/F3 viability inhibition as JAK2V617F counter-screen | inhibition, % at 5.6 µM | CellTiter-Glo ATP luminescence | 220,000 compounds, 1.1% hits | AID 1486;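 active means inhibition above a per-campaign cutoff, the mean inhibition of all tested compounds plus 3 SD, cut at about 27% in these data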;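 further: 0% = DMSO wells and 100% = JAK Inhibitor I control wells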
# TRPML3 ag: human mucolipin-3 channel agonism; HEK293 TRPML3-YFP, Fluo-8 calcium fluorescence; 100% = the carbachol control signal; activation, % at 3 µM; 220,000 compounds, 0.29% hits; Q8TDD5; AID 1448;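 active means activation above its plate's cutoff, the mean activation of the plate's test wells plus 3 SD, cut at about 12% in these data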;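 further: 0% = DMSO only wells and 100% = carbachol wells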
# Target sequence (Q8TDD5 whole entry, looked up): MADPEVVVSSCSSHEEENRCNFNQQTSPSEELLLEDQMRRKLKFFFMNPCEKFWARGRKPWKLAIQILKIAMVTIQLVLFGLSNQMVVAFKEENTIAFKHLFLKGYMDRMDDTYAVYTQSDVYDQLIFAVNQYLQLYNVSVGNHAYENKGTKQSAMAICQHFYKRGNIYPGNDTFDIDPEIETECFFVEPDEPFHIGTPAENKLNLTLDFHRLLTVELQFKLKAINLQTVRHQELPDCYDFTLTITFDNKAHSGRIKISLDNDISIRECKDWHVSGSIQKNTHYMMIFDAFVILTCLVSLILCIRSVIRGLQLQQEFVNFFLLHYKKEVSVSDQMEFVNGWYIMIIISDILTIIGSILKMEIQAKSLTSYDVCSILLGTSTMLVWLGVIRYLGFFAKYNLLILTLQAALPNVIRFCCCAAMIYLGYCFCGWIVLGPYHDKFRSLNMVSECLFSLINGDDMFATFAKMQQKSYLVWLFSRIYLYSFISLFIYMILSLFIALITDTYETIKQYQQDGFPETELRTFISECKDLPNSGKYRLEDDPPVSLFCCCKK
#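 Test system: HEK293 cells stably carrying human TRPML3-YFP; Doses: single dose, 3 µM final nominal compound, 0.3% DMSO final; Schedule: dye loading 1 h 37 °C then 30 min ambient, 125 s read; Technique: Fluo-8 calcium fluorescence; Benchmarks: high control carbachol 87 µM, low control DMSO.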
# Active calls of the source: *; · = not tested or not shown; [ ] = dose if it differs, or a comment.
Compound	Wee1 degr inh	Ba/F3 V617F tox	TNF death inh	RBBP9 inhibitor	PPC-1+TRAIL kill	CHOP inh	TRPN1 ag	BaF3 parental	TRPML3 ag
Cc1cc(N2CCN(c3ccccc3)CC2)nc(-n2nc(C)cc2C)n1	-3	5	-1.0	-12	22	-111	-1.6	5	-1.0
NS(=O)(=O)c1ccc(CCNC(=S)Nc2ccccc2)cc1	-1	-3	0.8	-2	8	18	0.1	4	0.1
Cc1ccc2c(CC(=O)N3CCN(S(=O)(=O)c4cccs4)CC3)coc2c1	2	1	-0.1	4	11	27	0.4	7	1.0
CCOC(=O)c1ccc2c(c1)NCc1cccc(OC)c1O2	2	1	2.2	-9	4	1	-3.3	-4	0.7
COc1cccc(NC(=O)CSc2ncnc3c2cnn3Cc2ccccc2)c1	0	0	-1.1	-7	-6	18	0.5	4	0.7
COc1cccc(C2CC(=O)N3CN(c4ccccc4F)CSC3=C2C#N)c1 (configuration not stated)	-3	0	0.3	-4	-6	27	0.7	0	0.3
O=[N+]([O-])c1cccc(C(=S)N2CCN(c3ccccc3F)CC2)c1	2	-4	-3.5	2	3	22	-1.8	0	0.7
O=C(NCc1ccccc1)c1ccc(N2C(=O)C3CCCCC3C2=O)cc1 (configuration not stated)	0	0	1.2	-4	12	-16	1.5	5	0.8
Cn1c(=O)[nH]c(=O)c2c1nc(Br)n2CCOc1ccccc1	1	5	-10	-7	17	13	3.0	10	1.5
COC(=O)c1c(-c2cccs2)csc1NC(=O)CN1CCOCC1	-4	-2	-1.5	0	8	74*	-1.3	0	-0.8
CC(=O)N(CCC(Cc1ccccc1)c1ccc2c(c1)OCO2)Cc1ccccc1F (configuration not stated)	0	-1	-5.8	-7	11	59	-1.2	3	-0.2
COC(=O)C1=NNC2(c3ccc(Cl)cc3)C(=O)N(c3ccc(Cl)cc3)C(=O)C12 (configuration not stated)	0	3	1.7	-6	18	47	-0.2	7	0.0
CSc1nc2nc3c(c(=O)n2[nH]1)CN(Cc1ccccc1)CC3	3	2	2.1	-3	-4	·	0.7	10	0.6
O=C(Nc1ccccc1)c1ccc(NCc2cccnc2)c(S(=O)(=O)N2CCOCC2)c1	0	0	0.4	-4	-17	6	-0.6	7	0.1
C=CCNC(=O)COc1ccc(S(=O)(=O)Nc2ccc(OCC)cc2)cc1	2	-4	2.2	2	25	10	0.6	-1	1.3

# Record cards (already shown). Order of screens: Wee1 degr inh	Ba/F3 V617F tox	TNF death inh	RBBP9 inhibitor	PPC-1+TRAIL kill	CHOP inh	TRPN1 ag	BaF3 parental	TRPML3 ag
# O=[N+]([O-])c1cccc(C(=S)N2CCN(c3ccccc3F)CC2)c1 in the list: 2	-4	-3.5	2	3	22	-1.8	0	0.7
# C=CCNC(=O)COc1ccc(S(=O)(=O)Nc2ccc(OCC)cc2)cc1 in the list: 2	-4	2.2	2	25	10	0.6	-1	1.3
# COc1cccc(C2CC(=O)N3CN(c4ccccc4F)CSC3=C2C#N)c1 (configuration not stated) in the list: -3	0	0.3	-4	-6	27	0.7	0	0.3
# O=C(Nc1ccccc1)c1ccc(NCc2cccnc2)c(S(=O)(=O)N2CCOCC2)c1 in the list: 0	0	0.4	-4	-17	6	-0.6	7	0.1

# An excerpt from above in order of molar mass, ascending.
Compound	Wee1 degr inh	Ba/F3 V617F tox	TNF death inh	RBBP9 inhibitor	PPC-1+TRAIL kill	CHOP inh	TRPN1 ag	BaF3 parental	TRPML3 ag
CSc1nc2nc3c(c(=O)n2[nH]1)CN(Cc1ccccc1)CC3	3	2	2.1	-3	-4	·	0.7	10	0.6
NS(=O)(=O)c1ccc(CCNC(=S)Nc2ccccc2)cc1	-1	-3	0.8	-2	8	18	0.1	4	0.1
COC(=O)C1=NNC2(c3ccc(Cl)cc3)C(=O)N(c3ccc(Cl)cc3)C(=O)C12 (configuration not stated)	0	3	1.7	-6	18	47	-0.2	7	0.0

# Next compounds:
Compound	Wee1 degr inh	Ba/F3 V617F tox	TNF death inh	RBBP9 inhibitor	PPC-1+TRAIL kill	CHOP inh	TRPN1 ag	BaF3 parental	TRPML3 ag
N#CCCn1cc(/C=N/NC(=O)c2ccncc2)c(-c2ccc(F)cc2)n1	-4	-4	2.0	-1	-8	-7	-0.5	0	0.5
C[C@@H]1CN(Cc2nc(-c3ccc(Cl)cc3)no2)C[C@H](C)O1	-4	5	0.9	-6	2	6	2.9	11	1.3
Cc1ccc(NC(=O)CCC(C(=O)O)N2C(=O)c3ccccc3C2=O)cc1 (configuration not stated)	0	3	0.1	0	8	-5	1.4	4	0.2
N#CC1(C#N)COC23CCCCC2C1(C#N)C(=N)O3 (configuration not stated)	-1	7	-1.6	-1	11	-197	1.1	5	-0.2
CCCCn1c(N)c(NCc2ccccc2)c(=O)[nH]c1=O	2	2	0.0	-7	14	1	0.8	2	0.7
O=S(=O)(c1ccc2c(c1)nc(COc1ccc(Cl)cc1)n2CC1CCCO1)N1CCOCC1 (configuration not stated)	-1	33*	4.1	-2	-18	·	3.6	56*	1.5
N#C/C(=C\c1ccc(OCC(N)=O)cc1)c1ccccc1	4	7	0.3	-4	18	27	0.6	11	0.4
Cc1cc(N2CCCC2)c(F)cc1/C=C\[N+](=O)[O-]	-2	1	-3.9	2	-2	-12	15	6	9.0
CCOC1=NN(c2ncc(C(F)(F)F)cc2Cl)C(=O)C1	-2	-1	0.1	-4	-4	3	0.2	6	1.0
Cc1ccccc1Nc1nc(N)nc(CSc2n[nH]c(N)n2)n1	-1	-2	5.2	-4	-4	8	1.0	-3	1.0
Cc1ccc(C)c(/C(O)=C2\C(=O)C(=O)N(CCCN3CCOCC3)C2c2cccnc2)c1 (configuration not stated)	3	4	-1.6	-4	0	46	0.5	5	-0.3
O=C1NC(=O)c2cc(Br)cc3cccc1c23	4	0	-0.8	-3	-10	11	0.8	1	1.2
CCCCCCn1c(CN2CCN(CCO)CC2)nc2c1c(=O)n(C)c(=O)n2C	2	1	-0.2	-4	19	-6	-0.2	2	0.5
O=C(NC1CC1)C1C2C3C4CC5C3C5C4C12 (configuration not stated)	1	1	-0.1	-5	14	-3	-0.1	5	0.5
O=C(CCC(=O)Nc1ccc(Cl)cc1Cl)N/N=C/c1ccc([N+](=O)[O-])o1	0	3	-12	-1	17	-40	-0.9	12	0.4
CC(=O)N(c1nc(CCl)cs1)c1cccc(C)c1C	-2	-2	-4.0	-4	16	-8	2.0	4	0.7
Cc1cccc(C(CC(=O)O)NC(=O)C(F)(F)F)c1 (configuration not stated)	-1	-2	0.0	-2	5	8	0.9	3	0.9
COC(=O)c1c(NC(=O)C2CC2)sc2c1CCN(C(C)=O)C2	-2	1	0.3	1	30	16	-1.1	3	0.1
Cc1ccc(OCc2n[nH]c(=S)n2N)cc1C	-1	-1	-0.5	4	22	4	0.1	7	0.2
COc1ccc(/C=C/C(=O)OCc2csc(-c3ccccc3)n2)cc1OC	0	1	1.9	-10	14	8	1.5	6	0.9
COc1ccccc1NC(=O)CSc1nc(O)c(Cc2ccccc2)c(=O)[nH]1	3	-4	0.9	2	-3	-10	0.6	3	0.3
COc1ccc2nc(-c3ccccc3)[nH]c2c1	0	4	-4.5	-3	44	6	0.3	8	0.0
CCOC(=O)Cc1csc(NC(=O)/C=C\c2ccccc2)n1	1	-2	8.9	-8	20	24	5.5	-2	1.4
COC(=O)C(/C=N/OCc1ccc([N+](=O)[O-])cc1)NC(=O)c1cccc(Cl)c1 (configuration not stated)	0	4	-0.3	2	21	31	20*	3	9.5
COc1ccc(/C=C/C(=O)NC(=S)N2CCN(C)CC2)cc1	0	-2	1.7	-10	6	44	0.8	4	0.5
Cc1cc(C(=O)N/N=C/c2ccc([N+](=O)[O-])o2)c(C)o1	-2	2	-2.0	0	-8	-13	0.4	6	1.0
C/C(=N\N1C(=O)c2ccccc2NC1c1ccccc1)c1ccccc1O (configuration not stated)	2	1	0.5	-8	48[5 µM]	12	-0.5	7	0.6
CN(Cc1ccccc1)Cc1nc2c(c(=O)n(C)c(=O)n2C)n1Cc1ccccc1Cl	3	4	0.0	-5	4	2	-0.5	5	-1.3
Cc1cc(-c2nnc(-c3cccc(C(F)(F)F)c3)o2)no1	8	0	0.6	0	5	-12	0.0	-6	0.8
Cc1cc2c(ncn2Cc2ccccc2)c([N+](=O)[O-])c1C	-1	-2	-2.7	-8	-6	9	-0.6	4	-1.0
CCOc1ccc(Cn2nnc(C(=O)Nc3cc(C)cc(C)c3)c2N)cc1	0	-3	-1.2	-2	9	75*	2.0	1	1.7
O=[N+]([O-])c1ccc(C2Oc3ccccc3C3CC(c4ccccc4)=NN32)s1 (configuration not stated)	5	-1	-2.1	-30	23	32	0.5	1	1.0
CC(C)n1c(SC2C(=O)CC(C)(C)CC2=O)nc2c1c(=O)n(C)c(=O)n2C	3	2	0.0	-3	-15	-27	1.1	3	0.3
COc1ccc(CNC(=O)C(c2ccco2)N(C(=O)c2csnn2)c2cccc(C)c2C)cc1 (configuration not stated)	1	4	-1.4	3	6	20	-0.8	6	-0.5
CC(C)Oc1ccc(Nc2ncnc3ccccc23)cc1	-1	4	0.6	-4	4	9	1.6	7	0.2
O=C1CSC(c2ccccc2Br)N1c1ccc(Cl)cn1 (configuration not stated)	-4	1	2.9	-10	11	-2	-1.1	0	-1.1
CCN(CC)C(=O)CSc1nc(O)c(Cc2ccccc2)c(=O)n1-c1ccc(C)cc1	6	0	0.1	-6	2	7	0.4	1	0.2
CCC(C)c1ccc(OCC(=O)Nc2ccc(Cl)cn2)cc1 (configuration not stated)	-1	-4	1.5	4	7	19	0.0	3	0.6
O=P(O)(CCc1ccccn1)CN1CCOCC1	3	-3	0.8	-2	30	·	0.0	0	0.7
Cc1cc(C)n(C(=O)CCCn2nc(C)c([N+](=O)[O-])c2C)n1	0	0	-0.4	-5	8	3	1.2	5	-0.2
Fc1ccc(NC(=S)Nc2ccc3nccnc3c2)cc1	-1	0	-0.2	0	5	9	1.6	4	0.7
CNS(=O)(=O)c1cc(OC)ccc1OC	0	-1	-0.7	0	30	9	0.1	1	0.8
COc1ccc(CN(Cc2ccc(OC)cc2)S(=O)(=O)c2ccc(-n3cnnn3)c(C)c2)cc1	2	0	0.3	-4	30	-6	0.9	2	1.2

# Hits appear at their usual frequency (roughly 6.8% active in at least one column).
